Compound activity as filed in PubChem.
ZTA DNA inh – counter-screen for EBNA-1 inhibitors: inhibitors of Epstein-Barr virus ZTA. P03206. ZTA-DNA binding, fluorescence polarization. inhibition, % at 11 µM. 0.15% of 320,000 active; in the data active = inhibition above about 33%
Target sequence (P03206 whole entry, looked up): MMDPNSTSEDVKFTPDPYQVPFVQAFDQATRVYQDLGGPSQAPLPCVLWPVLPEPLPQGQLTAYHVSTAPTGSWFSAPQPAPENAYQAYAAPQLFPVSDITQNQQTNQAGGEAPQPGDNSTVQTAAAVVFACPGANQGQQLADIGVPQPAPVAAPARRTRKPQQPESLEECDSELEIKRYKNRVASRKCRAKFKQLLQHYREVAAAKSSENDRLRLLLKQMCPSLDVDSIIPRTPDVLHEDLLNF
PAFAH2 FP inh – inhibitors of human PAFAH2; 0.99% of 340,000 active; Q99487; recombinant PAFAH2, FP-rhodamine activity probe, fluorescence polarization; inhibition, % at 3.39 µM;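 active = inhibition above the mean over all tested compounds plus 3 SD, cut at about 30% in these data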;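 note: inhibitors block probe labeling of enzyme so polarization drops; 0% = enzyme with DMSO and 100% = wells lacking PAFAH2 protein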
GSTO1 inh – blocks human GSTO1 in RBBP9 counter-screen. P78417. recombinant GSTO1, activity-based probe fluorescence polarization. inhibition, % at 5.96 µM. AID 1974. 1.1% of 300,000 active;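 active = inhibition above the campaign mean inhibition plus 3 SD, cut at about 35% in these data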;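 note: 0% = GSTO1-1 with DMSO and 100% = wells lacking GSTO1-1 enzyme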
EBNA-1 inh – blocks EBNA-1 binding to DNA | 0.34% of 300,000 active | EBNA-1 DNA binding, fluorescence polarization | AID 1950 | inhibition, % at 14.8 µM; in the data active = inhibition above about 28%
PREPL inh – human PREPL enzyme inhibition; recombinant PREPL, fluorescence polarization activity-based probe; inhibition, % at 5.96 µM; 0.68% of 320,000 active; in the data active = inhibition above about 43%;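 note: 0% = enzyme with DMSO and 100% = wells lacking enzyme; many of its hits are not listed in these tables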
PAFAH1B3 inh – blocks human PAF acetylhydrolase 1B catalytic subunit 3 | inhibition, % at 3.39 µM | 0.28% of 340,000 active | recombinant PAFAH1B3, FP-rhodamine probe, fluorescence polarization;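 active = inhibition above the screen-wide average of all tested compounds plus 3 SD, cut at about 25% in these data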;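 note: 0% = enzyme with DMSO only and 100% = wells lacking PAFAH1B3 protein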
Target sequence (Q15102 whole entry, looked up): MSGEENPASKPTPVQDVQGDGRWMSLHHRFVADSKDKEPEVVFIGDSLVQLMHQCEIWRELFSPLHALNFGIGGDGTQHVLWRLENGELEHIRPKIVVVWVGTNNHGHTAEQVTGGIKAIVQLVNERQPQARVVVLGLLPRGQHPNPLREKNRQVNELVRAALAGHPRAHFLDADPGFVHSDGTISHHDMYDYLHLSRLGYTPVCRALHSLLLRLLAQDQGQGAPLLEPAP
PAD4 inh – PAD4 (human) enzyme inhibition; AID 485272; inhibition, % at 6.36 µM; 0.41% of 330,000 active; Q9UM07; recombinant PAD4, RCA probe fluorescence polarization;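 active = percent inhibition above a cutoff equal to the mean of all tested compounds plus 3 SD, cut at about 15% in these data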;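 note: 0% = PAD4 with RCA probe and DMSO and 100% = probe without PAD4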
LYPLA2 inh – counter-screen for PME1 inhibitors: inhibitors of human LYPLA2; O95372; recombinant LYPLA2, FP-Rh probe fluorescence polarization; inhibition, % at 5.9 µM; 0.38% of 320,000 active;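 active = inhibition above the screen-wide mean plus 3 SD, limit set per campaign, cut at about 26% in these data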;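 note: 0% = LYPLA2 with DMSO and 100% = wells lacking LYPLA2 enzyme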
Target sequence (O95372 whole entry, looked up): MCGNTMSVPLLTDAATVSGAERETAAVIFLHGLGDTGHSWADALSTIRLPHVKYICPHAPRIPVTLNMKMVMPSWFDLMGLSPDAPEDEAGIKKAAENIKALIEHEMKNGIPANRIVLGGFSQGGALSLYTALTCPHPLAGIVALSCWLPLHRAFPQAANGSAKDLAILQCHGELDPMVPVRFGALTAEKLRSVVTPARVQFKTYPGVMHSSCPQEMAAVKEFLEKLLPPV
LYPLA1 inh – LYPLA1 (human) inhibition in PME1 counter-screen. O75608. recombinant LYPLA1, FP-Rh probe fluorescence polarization. AID 2174. inhibition, % at 5.9 µM. 0.16% of 320,000 active;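 active = inhibition above the mean of all tested compounds plus 3 SD, set per campaign, cut at about 14% in these data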;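 note: inhibitors block serine hydrolase probe labeling of LYPLA1 so polarization falls; 0% = enzyme with DMSO and 100% = wells lacking LYPLA1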
Target sequence (O75608 whole entry, looked up): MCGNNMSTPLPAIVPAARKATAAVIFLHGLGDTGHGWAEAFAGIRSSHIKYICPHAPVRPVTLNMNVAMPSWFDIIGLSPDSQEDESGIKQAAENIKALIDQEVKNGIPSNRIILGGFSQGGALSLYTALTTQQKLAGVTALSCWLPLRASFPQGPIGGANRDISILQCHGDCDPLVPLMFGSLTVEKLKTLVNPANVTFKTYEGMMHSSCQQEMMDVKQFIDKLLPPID
Active calls of the source: *; / = no result given; & = joins results of further samples. This is a subset, so the mix of outcomes need not match the whole.

SMILES	ZTA DNA inh	PAFAH2 FP inh	GSTO1 inh	EBNA-1 inh	PREPL inh	PAFAH1B3 inh	PAD4 inh	LYPLA2 inh	LYPLA1 inh
O=C(Nc1ccccc1C(=O)N1CCCC1)C1CCN(c2ncccn2)CC1	3	3	-1	7	3	0	3	7	2
CCOc1cc(/C=C2/NC(=O)N(CC(=O)Nc3cccc(C)c3)C2=O)ccc1O	11	8	13	-1	1	8	-1	1	-1
c1ccc2c(c1)nc(NC1CCCCC1)c1nncn12	-18	-5	-1	2	6	-3	1	-2	2
COc1ccc(OC)c(NC(=O)c2ccccc2NS(=O)(=O)c2cccc3cccnc23)c1	12	9	-5	-4	-6	5	-2	-6	-1
CC(C)(C)NC(=O)C(c1ccncc1)N(C(=O)Cn1nnc(-c2ccc(F)cc2)n1)c1cccc(F)c1 (stereo not drawn)	-10	-5	1	-13	14	6	-1	0	-1
O=C1N(c2ccc(Cl)cc2)C(c2ccccc2)N2CCCN12 (stereo not drawn)	-14	-2	3	-3	-3	11	-4	-1	6
CC(=O)Nc1ccc2c(c1)n(C)c(=O)n2C	12	2	-3	2	-1	11	-4	1	-4
COCCSc1ccccc1C(=O)NCc1ccc(S(N)(=O)=O)cc1	6	0	3	5	1	7	-2	-3	0
O=C(O)c1cn(-c2ccccc2)nc1-c1ccncc1	-3	0	0	7	5	1	6	9	1
COc1ccccc1OCCCCOc1ccccc1C(C)=O	-17	1	-1	1	2	-5	-6	-1	-1
COc1ccccc1N1CCN(C(=O)CNC(=O)c2ccc(Cl)cc2Cl)CC1	14	8	2	7	22	3	0	0	-1
CC(C)NC(=O)COC(=O)c1cc(Br)ccc1Cl	-19	-4	1	1	-15	6	3	1	5
COc1cccc(C(=O)NC2CC3CCC(C2)N3Cc2ccccc2)c1 (stereo not drawn)	3	2	8	-11	10	-1	-3	0	-2
CCOC(=O)C1CCN(S(=O)(=O)c2ccc3c(c2)N(C(C)=O)CCO3)CC1	-5	7	-9	-2	0	2	-4	-4	0
Cc1ccc(F)c(Oc2cc(NN3CCCCC3)c([N+](=O)[O-])cc2[N+](=O)[O-])c1	-6	7	10	2	-2	-9	0	0	-3
CSCCC(NS(=O)(=O)c1ccc2c(c1)oc(=O)n2C)C(=O)NC1CCCc2ccccc21 (stereo not drawn)	6	-9	4	-15	3	1	2	3	-1
CC(=O)c1cc(CN2CCC(C(=O)Nc3cccc(-c4cscn4)c3)CC2)cs1	16	0	2	-5	1	6	-7	2	-1
O=c1[nH]nc(Cc2ccc(Cl)cc2)c2ccccc12	-9	2	3	-13	-12	-4	-4	9	-1
O=C(COC(=O)CNC(=O)c1ccccc1)Nc1ccc(Cl)cn1	/	-3	/	/	45*	6	0	/	/
COc1ccc2c3c(cccc13)N(C)N=C2C	7	16	70*	-2	37	27*	10	0	-1
CC(C)(C)NC[C@H](O)COc1nsnc1N1CCOCC1	5&-4	9&-1&-8	2&5	-3&-2	-3&-8	5&6&-1	-2&1	4&-4	-3&0
COc1ccccc1OCCNC(=O)c1cc(=O)[nH]c2ccccc12	-5	1	14	-2	9	2	0	-2	-4
CCCCCC(=O)Nc1nnn(CCC)n1	-7	2	2	-3	8	6	0	0	-5
Cc1ccc2[nH]c3c(c2c1)CN(C)CC3	-2	-1	-4	1	9	2	-5	1	-3
Cc1ccc(OCCSc2cc(C)nc(N)n2)cc1	-14	1	-4	-3	-8	-9	-3	0	-1
COc1cc(/C=C/C(=O)O)cc(S(=O)(=O)N2CCCc3ccccc32)c1OC	-2	2	-5	7	1	5	-2	0	0
Cc1cc(NC(=O)C2C3C=CC(C3)C2C(=O)O)no1 (stereo not drawn)	20	5	5	5	-3	0	2	2	6
O=C(Nc1ccccc1Cl)c1ccccc1	8	3	1	-2	6	6	-2	6	1
COc1ccc(-n2ncc3c(NCCCn4ccnc4)ncnc32)cc1	1	-8	3	-3	3	5	-5	5	4
O=C(Nc1ccccn1)C1CCN(S(=O)(=O)c2ccccc2)CC1	-19	-4	/	/	-5	2	3	2	-5
Cc1cc(O)cc(C)c1Cl	4	-1	8	9	21	0	5	8	1
N#Cc1nc(COc2ccc(Cl)cc2)oc1N1CCCC1	6	-6	-1	0	21	3	-1	-2	1
CCc1ccc(S(=O)(=O)Nc2ccc(O)c3ccccc23)cc1	-5	14	53*	3	23	10	12	13	0
Cc1ccc(OCC(=O)Nc2cc(S(=O)(=O)N3CCCCC3)ccc2C)c([N+](=O)[O-])n1	-15	-2	-4	-1	16	-4	-2	-8	-3
CCN(CC)c1ccc(-c2c(C#N)c(N)nc(OC)c2C#N)cc1	0	7	-1	-7	17	9	-4	-4	0
O=C(NC1CCCCC1)c1cc2nc3c(c(C(F)(F)F)n2n1)CCCC3	-6	-3	-7	8	2	9	-3	4	2
COc1ccc(S(=O)(=O)Nc2cccc3c2O[C@H](CN(C)CC2CC2)[C@@H](C)CN([C@H](C)CO)C3=O)cc1	/	-3	/	/	23	5	-2	/	/
Nc1nc(NC(=O)/C=C\C(=O)O)nn1-c1ccccc1	2	4	-4	-3	-2	-8	-4	-4	2
CCC(C)C(=O)Nn1c(C2CC2)nc2cc(OC)c(OC)cc2c1=O (stereo not drawn)	0	-13	2	-10	-2	2	-9	3	1
COc1ccc(N2CCN(c3ncccn3)CC2)cc1	5	6	0	-1	9	4	4	-3	-1
O=C(NCCc1ccccc1)C(=O)NCC1OCCN1S(=O)(=O)c1ccc2c(c1)OCCO2 (stereo not drawn)	-2	-4	-1	-10	13	-2	-9	-5	-3
COc1ccccc1NS(=O)(=O)c1ccc(Cl)c(NC(=S)NC(=O)C2CCCC2)c1	3	-9	-1	1	-7	12	2	-21	-15
CC(Sc1ccc(Cl)cc1)C(=O)Nc1ccccc1-c1ccccc1 (stereo not drawn)	4	0	-5	-11	-6	5	-5	-3	-6
Cc1cc(NC(=O)c2cccc(F)c2)no1	-6	-1	11	6	12	8	4	7	3
COc1cc(C)c(C(=O)Oc2cc(C)c(C(=O)O)c(O)c2)c(O)c1	-2	-4	8	2	16	12	1	4	-1
O=C1COc2ccc(N3C(=O)c4ccccc4C3=O)cc2N1	1	/	14	-7	-3	/	-2	5	0
CCOC(=O)c1ccccc1NC(=O)CN1C(=O)c2ccccc2S1(=O)=O	-8	5	4	-5	2	11	-1	0	-3
CSc1ccc(/C=C2/C(=N)N3N=C(CC(=O)N4CCCC4)SC3=NC2=O)cc1	14	2	6	-9	13	5	0	2	-4
COCCn1c(C)cc(C(=O)COC(=O)c2ccc(Br)o2)c1C	-6	6	9	7	11	7	-2	5	7
O=C1CC[C@H](N2C(=O)c3ccccc3C2=O)C(=O)N1	-3	6	2	-2	-6	1	1	0	0
O=C(/C(=C/c1ccccc1)c1ccccc1)N1CCCCC1	-7	-2	5	8	-5	7	3	8	6
Cc1c(CC(C)C)nc(N)c(C#N)c1-c1ccccc1	13	3	-1	3	-1	-2	-3	-6	-1
CSc1ccccc1NS(=O)(=O)c1ccc2c(c1)OCCO2	8	2	-1	4	-2	15	3	7	4
O=C1C=C(c2ccc(-c3ccccc3)cc2)C[C@@H](c2ccc3c(c2)OCO3)C1	0	0	/	/	4	6	-2	1	0
O=C(Cn1nnc2ccccc21)OCC(=O)c1ccc(Cl)c(Cl)c1	12	5	21	9	17	8	0	4	0
O=C(CSc1nnc(-c2cccnc2)n1Cc1ccco1)NCc1ccc2c(c1)OCO2	2	4	3	16	6	2	-2	6	0
COc1ccc2nc(SCC(=O)N3CCNC3=O)[nH]c2c1	-4	2	-3	8	5	4	-2	6	-2
O=C1/C(=C/c2ccc(Cl)cc2)NC(=S)N1Cc1cccnc1	-7	/	9	-3	1	/	2	-7	-4
COc1cc(/C=C2/SC(=S)N(CCC(=O)Nc3ccc(C(=O)O)cc3)C2=O)cc(OC)c1OC	4	2	3	-1	-4	2	-7	6	2
CCC1Oc2ccc(Cl)cc2N(CC(=O)O)C1=O (stereo not drawn)	-6	-7	5	1	1	7	2	-2	0

Laid out differently: 5 of the compounds above.
Fields: ZTA DNA inh	PAFAH2 FP inh	GSTO1 inh	EBNA-1 inh	PREPL inh	PAFAH1B3 inh	PAD4 inh	LYPLA2 inh	LYPLA1 inh
COc1ccccc1OCCNC(=O)c1cc(=O)[nH]c2ccccc12
 : -5	1	14	-2	9	2	0	-2	-4
O=C(NCCc1ccccc1)C(=O)NCC1OCCN1S(=O)(=O)c1ccc2c(c1)OCCO2 (stereo not drawn)
 : -2	-4	-1	-10	13	-2	-9	-5	-3
COc1cc(C)c(C(=O)Oc2cc(C)c(C(=O)O)c(O)c2)c(O)c1
 : -2	-4	8	2	16	12	1	4	-1
CC(Sc1ccc(Cl)cc1)C(=O)Nc1ccccc1-c1ccccc1 (stereo not drawn)
 : 4	0	-5	-11	-6	5	-5	-3	-6
CCN(CC)c1ccc(-c2c(C#N)c(N)nc(OC)c2C#N)cc1
 : 0	7	-1	-7	17	9	-4	-4	0

Remaining list, next part
SMILES	ZTA DNA inh	PAFAH2 FP inh	GSTO1 inh	EBNA-1 inh	PREPL inh	PAFAH1B3 inh	PAD4 inh	LYPLA2 inh	LYPLA1 inh
CCN(Cc1ccccc1)C(=O)c1cccc(OC2CCN(C(=O)C3CC3)CC2)c1	-1	-4	9	-14	14	9	-4	3	4
O=C(NCCc1ccccc1)C(=O)NCCC1CCCCN1S(=O)(=O)c1ccccc1 (stereo not drawn)	18	-1	-1	9	7	8	1	3	-2
Cc1cccc(NC(=O)CCNS(=O)(=O)c2cc(Br)cnc2N)c1C	10	4	6	5	-1	-1	-2	3	2
C=CCNCCOCCOc1ccc(C)cc1[N+](=O)[O-]	5	-2	4	-3	6	3	-2	1	0
CC(C)c1ccccc1NC(=O)CNC(C)c1ccc(F)cc1 (stereo not drawn)	-2	/	-4	3	4	/	2	2	2
CN(C)S(=O)(=O)n1cc(/C=C(\NC(=O)c2ccccc2Cl)C(=O)N2CCOCC2)c2ccccc21	0	3	1	21	-4	6	1	-2	-2
Nc1nc(SCc2ccc([N+](=O)[O-])cc2)nc2nc3c(cc12)CCCC3	-2	-2	1	-7	5	-3	-7	-5	-7
COCCOC(=O)C1=C(N)OC2=C(C(=O)CC(C)(C)C2)C1c1cccnc1 (stereo not drawn)	-3	6	-6	-7	3	-4	-5	2	1
COC(=O)[C@]1(Cc2ccccc2)N[C@H](c2ccc(SC3CCCCC3)c(OC)c2)[C@@H]2C(=O)N(C)C(=O)[C@@H]21	/	-1	/	/	6	5	2	/	/
Cc1ccc(CC(=O)NCCc2ccc(S(N)(=O)=O)cc2)cc1	-3	-3	5	-4	-2	11	-1	-1	-2
Cc1ccc(NC(=O)CSC2=C(C#N)C(c3ccco3)CC(=O)N2)cc1 (stereo not drawn)	-7	5	26	-4	8	8	-1	1	-4
CCCNS(=O)(=O)c1ccc(CCC(=O)N2CCN(c3ccc(OC)cc3)CC2)cc1	-3	9	-3	-16	0	6	-3	1	1
Cn1c(SCC(=O)Nc2ccc(F)cc2)nc2c(c1=O)SCC2	4	7	-1	9	1	3	-1	5	-2
Cc1cc(C)cc(N(CC(=O)N2CCn3c2nc2ccccc23)S(=O)(=O)c2c(C)noc2C)c1	12	8	6	0	3	8	-2	0	-1
O=C(NNc1c(Cl)cncc1Cl)c1cccs1	-8	7	5	-4	17	6	2	-2	2
S=C(Nc1cccnc1)N1CCN(c2ccccc2Cl)CC1	9	0	0	1	-7	5	-1	4	-2
Cc1ccc(C)c(NC(=O)CSc2nnc(-c3ccncc3)n2N)c1	9	11	4	10	-2	8	-3	3	2
O=C(COc1ccccc1)N=C1SC2CS(=O)(=O)CC2N1c1cccc(F)c1 (stereo not drawn)	-6	2	3	-5	4	3	1	3	-3
COC(=O)c1cc(C)sc1NC(=O)C1C2C=CC(CC2)C1C(=O)O (stereo not drawn)	21	4	-1	11	-1	0	0	4	4
